MKP-3 inhibition = inhibition of rat DUSP6 enzyme activity – biochemical, in vitro, primary screen (AID 425); recombinant MKP-3 phosphatase activity, fluorescence; higher % means a stronger effect; one-dose inhibition, % at 20 µM; IC50 in µM for titrated hits; hit rate 0.17% among 110,000; in the data active = inhibition above about 50%;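 also: plate controls were vehicle for no effect and reference inhibitor for full effect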
Hsp70 displacement = Hsp70 inhibitors, probe displacement, primary screen, biochemical, fluorescence polarization (AID 583); hit rate 0.06% among 140,000; one-dose displacement, % at 20 µM; IC50 in µM for titrated hits; Hsp70 fluorescence polarization probe displacement, mP; higher % means a stronger effect; in the data active = displacement above about 50%;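 also: plate controls were vehicle for no effect and reference ligand for full effect; a part of the inactive calls stands beside numbers as strong as those of hits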
An asterisk follows results filed as active; · = no result given; & = joins results of further samples.

nr	Compound	MKP-3 inhibition	Hsp70 displacement
1	COc1ccc(C2C(C(C)=O)=C(O)C(=O)N2c2nc3ccccc3s2)cc1 (centres undefined)	2%	-3.8%
2	O=C(COC(=O)c1ccccn1)Nc1ncc(C(F)(F)F)cc1Cl	-3%	10%
3	CCCCn1c(NCCN(C)C)nc2c1c(=O)[nH]c(=O)n2C	-8%	-6.4%
4	CCOc1cc(C(=O)Nc2nc3ccccc3[nH]2)cc(OCC)c1OCC	0%	0.1%
5	CC(C)OC(=O)C1C(=O)CC(C)(O)C(C(=O)OC(C)C)C1c1cccc(O)c1 (centres undefined)	0%	-1.5%
6	COc1ccc(-c2csc3nc[nH]c(=O)c23)cc1	2%	-3.1%
7	COc1ccc(C(C#N)Nc2ccccc2OC)cc1 (centres undefined)	-5%	1.9%
8	COc1ccc(C(=O)n2nnc3ccccc32)cc1	-4%	-0.3%
9	CCOc1ccc(NC(=O)C2CC2(c2ccccc2C)c2ccccc2C)cc1 (centres undefined)	-1%	2.8%
10	COc1cc(OC)c(N2CC34C=CC(O3)C(C(=O)O)C4C2=O)cc1Cl (centres undefined)	-9%	4.2%
11	CC1CCN(CCCNC(=O)C2CC(=O)N(C3CCCCCC3)C2)CC1 (centres undefined)	-4%	16%
12	Cc1cccc(NC(=O)C(=O)NNC(=O)c2ccccc2C)c1	2%	0.4%
13	CC(C)Nc1c(N)c(=O)oc2ccccc12	-6%	-1.2%
14	CS(=O)(=O)N1CCC(C(=O)NCc2ccncc2)CC1	-2%	-1.1%
15	Fc1ccccc1CSc1nnc(-c2cccs2)o1	-4%	-2.9%
16	Cc1ccc(/C=C(/C#N)C(=O)NC(=O)Oc2ccccc2)cc1	·	11%
17	Cc1ccc2c(CC(=O)NCc3ccc4c(c3)OCO4)coc2c1	-1%	-1.3%
18	O=C(O)CCC(=O)NC1CCCCC1NC(=O)CCC(=O)O (centres undefined)	-4%	4.9%
19	CC1CCN(C(=S)c2ccc(O)cc2)CC1	·	6.6%
20	O=S(=O)(Nc1nc2ccc(S(=O)(=O)N3CCCCC3)cc2s1)c1ccccc1	·	-3.0%
21	Cc1nnc(C)n1/N=C/c1c(O)ccc2ccccc12	3%	0.0%
22	O=C(CCS(=O)(=O)c1cccc2nonc12)N1CCOCC1	-4%	2.8%
23	CSC1=NCCN1C(=O)c1cccs1	3%	-6.7%
24	CC(=O)C1=C(O)C(=O)N(Cc2cccnc2)C1c1ccc(Cl)cc1Cl (centres undefined)	-10%	2.7%
25	CN(C)c1ccc(NC(=O)c2ccccc2Cl)cc1	-1%	-0.7%
26	CCOc1ccc(OCC)c(NC(=O)CCn2cccc2)c1	-3%	6.4%
27	Cc1ccc(C(=O)NC2CCCc3ccccc32)o1 (centres undefined)	1%	-1.3%
28	CN(C)c1ccc(/C=C2\NC(=O)c3ccccc3C2=O)cc1	2%	2.7%
29	CC(C)(C)NC(=O)C(=O)NN=C1CCCC1	4%	3.2%
30	CCCN(CCC)c1ccc(C2NC(=O)c3c(sc4c3CCN(C)C4)N2)cc1 (centres undefined)	1%	-9.9%
31	Nc1nc(O)c(C2=c3cc(Cl)ccc3=NC2=O)s1	8%	7.3%
32	COc1ccc(C)cc1S(=O)(=O)N(C)CC(=O)NC1CC1	·	7.6%
33	O=C(CN1CCN(c2ccc(Cl)cc2)CC1)Nc1ccc(F)c(F)c1	8%	-0.3%
34	O=C(CN(c1ccc(Br)cc1)S(=O)(=O)c1ccccc1)Nc1ccccc1F	-1%	1.7%
35	CCc1ccccc1NC(=O)C(C)Oc1ccc(OC)cc1 (centres undefined)	4%	0.4%
36	O=C(COc1ccccc1)NCC(=O)NC1=NCCS1	-3%	-0.9%
37	COc1ccc(CCNC(=O)c2c(O)c3cccc4c3n(c2=O)CC4)cc1	-4%	-1.3%
38	CC1C2=C(CC(C)(C)CC2=O)OC2=C1C(=O)CC(C)(C)C2	-1%	2.4%
39	CCc1c(C)sc(NC(=O)C2CCCO2)c1C#N (centres undefined)	·	1.3%
40	CCc1cc2c(=O)nc3n(c2s1)Cc1ccccc1/C3=C(/O)c1ccc(F)cc1	·	6.5%
41	O=C(Nc1ccccc1OC(=O)c1ccc(Cl)cc1)c1ccc(Cl)cc1	2%	-5.2%
42	Cc1ccc(N(C)C(=O)N2CCN(S(=O)(=O)c3ccc(C)c(C)c3)CC2)cc1	·	1.3%
43	CC1(C)Cc2ccccc2C(N/N=C/c2ccc(Cl)cc2)=N1	0%	-1.6%
44	CC(C)(C)NCCOc1cccc(Cl)c1Cl	2%	1.9%
45	Cc1cc(C)n(-c2nnc(C)n2/N=C/c2cc(Br)ccc2OCc2ccccc2)n1	-15%	1.0%
46	O=C(CSc1nnc(CNc2ccccc2)o1)N1CCN(C(=O)c2ccco2)CC1	7%	1.4%
47	O=C(Nc1cnc2sc3c(n2c1=O)CCCC3)c1ccc(F)cc1	0%	3.0%
48	COC(=O)C1=C(C)NC(=O)CC1c1cc(Br)ccc1F (centres undefined)	-13%&2%	1.0%&-4.1%
49	COc1ccc(S(=O)(=O)N(Cc2nc3ccccc3c(=O)[nH]2)C2CCCC2)cc1	-2%	3.0%
50	COC(=O)c1cccc(/C=C/N(C)C)c1[N+](=O)[O-]	5%	0.7%

Carrying on:
nr	Compound	MKP-3 inhibition	Hsp70 displacement
51	O=C(CCN1C(=O)c2ccccc2C1=O)Nc1ccc(I)cc1	-1%	0.8%
52	CCOc1ccccc1N1CCN(CC(=O)Nc2nnc(CC)s2)CC1	-18%	6.6%
53	O=C(NCc1ccc2c(c1)OCO2)C1CCCN(S(=O)(=O)c2cccc3nonc23)C1 (centres undefined)	-9%	·
54	COc1cccc(OC)c1C(=O)Nc1c(C)n(C)n(-c2ccccc2)c1=O	-3%	7.2%
55	Cc1ccc(NC(=O)c2cccs2)cc1NC(=O)c1ccco1	0%	-2.2%
56	CCN1CCN(C(=S)c2ccc(SC)cc2)CC1	·	-9.0%
57	CC(C)N(C(=O)CSc1nc2ccccc2n1-c1ccccc1)C(C)C	·	-0.9%
58	CCCCN1C(=O)C(NC(C)=O)c2ccccc21 (centres undefined)	-6%	·
59	CCOP(=O)(O)c1ccccc1OCCOc1ccccc1P(=O)(O)OCC	·	3.5%
60	COc1ccccc1NC(=O)/C=C/c1cc(Br)cs1	-6%	4.0%
61	CCCn1c(SCC(=O)Nc2ccccc2CC)nnc1C(C)C	2%	1.2%
62	CCOC(=O)C1CCCN(c2ccc(NC(=O)c3snc4c(=O)[nH]cnc34)cc2)C1 (centres undefined)	-8%	0.8%
63	O=C(NC(=S)Nc1ccccc1)C12CC3CC(CC(C3)C1)C2	-4%	-2.5%
64	COc1nnc(-c2ccc(C(=O)N3C[C@@H]4C[C@H](C3)c3cccc(=O)n3C4)cc2)c2ccccc12	-8%	-6.1%
65	CCC(Sc1ncccc1C(=O)O)C(=O)N1CCOCC1 (centres undefined)	-2%	0.6%
66	COc1ccc(Cl)cc1S(=O)(=O)N1CCN(C(=O)COc2ccccc2)CC1	1%	3.7%
67	O=C(O)Cc1ccccc1C(=O)O	-1%	-0.3%
68	COc1ccc(/C=C2/C(=O)NC(=O)N(c3ccc(C(C)C)cc3)C2=O)cc1O	0%	-1.8%
69	Cc1cc(C)c(N2C(=O)NC(=O)/C(=C/c3ccc([N+](=O)[O-])o3)C2=O)c(C)c1	17%	4.3%
70	CCOC(=O)c1c2n(c3c(NCc4ccccc4)ncnc13)CCCC2	-7%	-0.9%

Part of the list above in order of SMILES length, rising:
nr	Compound	MKP-3 inhibition	Hsp70 displacement
65	CCC(Sc1ncccc1C(=O)O)C(=O)N1CCOCC1 (centres undefined)	-2%	0.6%
70	CCOC(=O)c1c2n(c3c(NCc4ccccc4)ncnc13)CCCC2	-7%	-0.9%
68	COc1ccc(/C=C2/C(=O)NC(=O)N(c3ccc(C(C)C)cc3)C2=O)cc1O	0%	-1.8%
62	CCOC(=O)C1CCCN(c2ccc(NC(=O)c3snc4c(=O)[nH]cnc34)cc2)C1 (centres undefined)	-8%	0.8%
64	COc1nnc(-c2ccc(C(=O)N3C[C@@H]4C[C@H](C3)c3cccc(=O)n3C4)cc2)c2ccccc12	-8%	-6.1%

(list continues)
nr	Compound	MKP-3 inhibition	Hsp70 displacement
71	Cc1cc(C)nc(NC(N)=NC(C)(C)C)n1	3%	0.7%
72	CCOC(=O)c1sc(NC(=O)C(CC)c2ccccc2)c(C(N)=O)c1C (centres undefined)	-7%	3.5%
73	C[n+]1ccccc1/C=C/c1ccc(O)cc1	2%	-0.3%
74	CCOc1ccccc1N1CCN(C(=O)c2cc(-c3cccc(C)c3)nc3ccccc23)CC1	7%	-1.7%
75	Cc1ccc(CN2C(=O)CCC2C(=O)NCCCN2CCCC(C)C2)cc1 (centres undefined)	-11%	-3.6%
76	C/C(=N\NS(=O)(=O)c1ccc(C)cc1)c1cccs1	-2%	2.0%&0.4%
77	CCCCc1c(CCC)c(=N)c2ccccc2n1C	·	4.6%
78	O=S(=O)(NCc1ccc2c(c1)OCO2)c1cccc2nsnc12	-2%	·
79	CCOC(=O)C1=C(C)Nc2ncnn2C1c1ccc(N(C)C)cc1 (centres undefined)	8%	-5.2%
80	COC(=O)c1ccc(NC(=O)C2CCCN(S(=O)(=O)c3cnc[nH]3)C2)cc1 (centres undefined)	-4%	1.0%
81	COc1cccc(OC)c1C(=O)N1CCN=C1SCc1cccnc1	-1%	-0.2%
82	O=C(CCn1c(=S)[nH]c2ccccc2c1=O)N1CCN(c2ccccn2)CC1	1%	6.3%
83	CC1CN(C(=O)C(c2ccccc2)c2ccccc2)CC(C)O1 (centres undefined)	·	3.2%
84	Cc1onc(-c2ccccc2)c1C(=O)N1CCN(c2ccc([N+](=O)[O-])cc2)CC1	0%	1.8%
85	N#CCCN1CCN(S(=O)(=O)c2ccc(S(=O)(=O)NC3CC3)cc2)CC1	-4%	-0.7%
86	O=C(CN(Cc1ccccc1)Cc1ccccc1)NC12CC3CC(CC(C3)C1)C2	1%	1.5%
87	CC(C)(C)OC(=O)NC(CCCCNC=O)C(=O)O (centres undefined)	-4%	6.9%
88	CC1CC(C)CN(c2oc(-c3ccccc3Cl)nc2C#N)C1 (centres undefined)	2%	-3.3%
89	COc1cccc(/C=C2\N=C(c3cccs3)OC2=O)c1OC	-1%	1.6%
90	CCOC(=O)c1c(C)c(C(=O)N2CCc3ccccc3C2)c(C)n1CC	-6%	-0.5%
91	Cc1ccc(C(=O)c2oc3ccccc3c2C)cc1	4%	-1.5%
92	CC(=O)NCc1ccc(C(=O)CSc2nnc(-c3ccncc3)n2Cc2ccccc2)o1	-3%	4.6%
93	COC(=O)c1[nH]c2cc(OC)c(OC)cc2c1NC(=O)c1cccc(OC)c1	-11%	2.4%
94	NCCCCCc1nnc(SCc2ccc(Cl)cc2Cl)o1	·	0.2%
95	CCOC(=O)C1=CS/C(=C2/C(=S)C(C)(C)Nc3ccc(C)cc32)S1	13%	2.8%
96	CC1(C)Cc2c(sc3ncn4nc(CSc5nc6ccccc6o5)nc4c23)C(C)(C)N1	6%	1.7%
97	O=C(c1cccnc1)N1CCN(C/C=C/c2ccccc2)CC1	2%	3.4%
98	COc1ccc(Cc2nn3c(-c4cc(OC)c(OC)c(OC)c4)nnc3s2)cc1	·	-6.8%
99	CCOC(=O)C1CCCN(Cc2c(F)cccc2Cl)C1 (centres undefined)	-3%	1.5%
100	CCOC(=O)C(CC)n1nc(C)n2c(cc3sccc32)c1=O (centres undefined)	1%	3.9%
101	Cc1ccc(N2C(=O)[C@@H]3Cc4ccccc4CN3C2=O)cc1	-8%	10%
102	COc1ccc(-c2nc(N)n(C(C)=O)n2)cc1	-16%	-1.9%
103	CC(=O)NC(CCS(C)(=O)=O)C(=O)Nc1cccc(C)c1 (centres undefined)	-14%	5.2%
104	CCn1c(SCC(=O)N2CCCCC2C)nnc1-c1ccc(S(=O)(=O)N2CCN(C)CC2)cc1 (centres undefined)	·	1.3%
105	O=C(O)CCN1C(=O)/C(=C/c2ccc(-c3ccc([N+](=O)[O-])cc3)o2)SC1=S	0%	1.7%
106	COc1ccccc1NC(=O)CN(c1ccc(Cl)cc1Cl)S(=O)(=O)c1ccccc1	8%	-0.2%
107	CC(C)(C)C(=O)/C=C(\N)COc1ccccc1	2%	-5.9%
108	O=C(NCCCCNc1ccc(C(F)(F)F)cc1[N+](=O)[O-])c1ccc(Cl)cc1	0%	-1.7%
109	N/C(=N\OC(=O)/C=C/c1ccccc1)c1ccccc1	2%	1.2%&-2.5%
110	Cc1cccc(N2CCN(c3nc4ccccc4n4cnnc34)CC2)c1C	-4%	-0.8%

Three of the entries above in order of the MKP-3 inhibition value, largest number first.
| cpd | Structure | MKP-3 inhibition |
| --- | --- | --- |
| 109 | N/C(=N\OC(=O)/C=C/c1ccccc1)c1ccccc1 | 2% |
| 110 | Cc1cccc(N2CCN(c3nc4ccccc4n4cnnc34)CC2)c1C | -4% |
| 103 | CC(=O)NC(CCS(C)(=O)=O)C(=O)Nc1cccc(C)c1 (centres undefined) | -14% |

Additional structures follow.
nr	Compound	MKP-3 inhibition	Hsp70 displacement
111	Cc1ccccc1-n1c(SCC(=O)N2CCCC2)nnc1-c1ccccn1	-11%	15%
112	CN(C)C(=O)N1CCCC(C(=O)NCc2cccs2)C1 (centres undefined)	-9%	6.1%
113	COc1ccc(CC(NC(C)=O)C(=O)NC2CCN(C(=O)c3cnccn3)CC2)cc1 (centres undefined)	·	-5.2%
114	O=C(NCc1ccc(Cl)cc1)c1cccnc1	-9%	2.1%
115	O=C1CC(N2CCN(CCc3ccccn3)CC2)C(=O)N1c1ccc(Cl)cc1 (centres undefined)	-2%	2.9%
116	N#Cc1nc(-c2ccccc2Cl)oc1NCc1ccco1	-10%	-3.7%

Retrieved by compound from above (2):
nr	Compound	MKP-3 inhibition	Hsp70 displacement
114	O=C(NCc1ccc(Cl)cc1)c1cccnc1	-9%	2.1%
116	N#Cc1nc(-c2ccccc2Cl)oc1NCc1ccco1	-10%	-3.7%

An excerpt (hit frequency here may not be typical).
